Screening results: PubChem BioAssay, several laboratories
RSV CPE inhibition – RSV antiviral activity via CPE protection, HEp-2 cells, primary 10 µM value included (AID 2391); HEp-2 cells, RSV-induced CPE inhibition; higher % means a stronger effect; CPE inhibition, % at 10 µM; hits with a dose series show IC50 in µM; 310,000 tested, 0.13% active; in the data active = a potency from the dose series; inconclusive = CPE inhibition mostly from about 23% at the one dose, without a potency; inactive = the rest, 99 in 100 with CPE inhibition below about 21%; also: strong numbers were not always called active
UTI89 phage lysis – inhibition of K1F phage lysis, E. coli UTI89, bacterial capsule biogenesis inhibitors, alamar blue (AID 488966); 340,000 tested, 0.02% active; E. coli UTI89 K1F phage lysis, alamar blue, 2 h; higher % means a stronger effect; one-dose inhibition, % at 100 µM; IC50 in µM for titrated hits;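 active = phage lysis inhibition, versus mean bacterial control, above a set limit; inconclusive = no clear call, values can overlap the other calls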;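 also: capsule biogenesis inhibitors block K1F phage lysis so surviving cells raise fluorescence; higher fluorescence means more inhibition of phage lysis; actives were called in the ten point dose series up to 300 µM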
Siah-1 displacement – blockers of Siah-1 interaction with plectin peptide – biochemical, fluorescence polarization, rhodamine-plectin, uHTS, primary screen (AID 1817). Siah-1 / rhodamine-plectin peptide fluorescence polarization; higher % means a stronger effect. displacement, % at 20 µM; hits with a dose series show IC50 in µM. 290,000 tested, 0.02% active;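 active = displacement of at least 50% at 20 µM, with a fluorescence ratio check between 0.3 and a set limit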;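 also: plate controls were Siah plus tracer with DMSO for no effect and tracer alone without Siah for full effect; strong numbers were not always called active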
NS5 inhibitors – Dengue-2 NS5 methyltransferase inhibitors, primary screen, biochemical, confirmation dose response (AID 588689); Dengue-2 NS5 methyltransferase capping enzyme assay, biochemical; higher % means a stronger effect; inhibition, % at 25 µM, or IC50 in µM where a hit was titrated; 340,000 tested, 0.3% active; in the data active = a potency from the dose series; inconclusive = inhibition above about 29% without an active follow-up result
NTR1 ag – NTR1-driven beta-arrestin-GFP spot formation – imaging, U2OS cells, high content, primary screen (AID 493036). 330,000 tested, 0.17% active. P30989. activation, % at 20 µM. agonist mode;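 active = activation at or above 40% of the spot to cytoplasm intensity ratio, with at least 20 cells analyzed; inconclusive = wells under 20 cells, flagged as cytotoxic or low count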;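 also: 0% = DMSO without peptide and 100% = 100 nM NTR1 peptide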
Target sequence (P30989 whole entry, looked up): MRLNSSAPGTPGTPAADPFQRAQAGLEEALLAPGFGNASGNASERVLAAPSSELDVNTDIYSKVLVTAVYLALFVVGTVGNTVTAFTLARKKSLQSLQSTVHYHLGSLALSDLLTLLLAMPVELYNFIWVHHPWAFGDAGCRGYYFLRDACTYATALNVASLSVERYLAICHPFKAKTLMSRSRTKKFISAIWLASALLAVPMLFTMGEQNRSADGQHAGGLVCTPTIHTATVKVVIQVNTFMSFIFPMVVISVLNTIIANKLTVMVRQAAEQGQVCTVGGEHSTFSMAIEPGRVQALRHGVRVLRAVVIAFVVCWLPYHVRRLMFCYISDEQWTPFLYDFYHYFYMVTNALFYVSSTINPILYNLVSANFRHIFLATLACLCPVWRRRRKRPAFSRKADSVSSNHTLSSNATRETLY
SV40 large T antigen – TAg ATPase/helicase activity blockers – biochemical (AID 1903); SV40 large T antigen ATPase/helicase inhibition assay; higher % means a stronger effect; inhibition, % at 20 µM, or IC50 in µM where a hit was titrated; 310,000 tested, 0.39% active; in the data active = a potency from the dose series; inconclusive = inhibition mostly from about 32% at the one dose, without a potency; inactive = the rest, 99 in 100 with inhibition below about 32%; also: strong numbers were not always called active
AID2073 – disruptors of CaV2.2 binding to Mint1 – biochemical, HTRF (AID 2073) | HTRF protein-protein interaction, Mint1-CaV2.2; higher % means a stronger effect | inhibition, % at 20 µM, or IC50 in µM where a hit was titrated | 290,000 tested, 0.19% active; in the data active = inhibition mostly above about 51%, no sharp cut-off; inconclusive = no clear call, values can overlap the other calls; inactive = mostly below about 53%; also: some results filed as inactive read as strong as hits
West Nile antiviral – West Nile virus antiviral activity, cell-based, CPE readout (AID 1621); West Nile virus-infected cells, CPE inhibition; higher % means a stronger effect; CPE inhibition, % at 10 µM, or IC50 in µM where a hit was titrated; 290,000 tested, 0.02% active; in the data active = a potency from the dose series; inconclusive = CPE inhibition mostly from about 3.7% at the one dose, without a potency; inactive = the rest, 99 in 100 with CPE inhibition below about 2.2%; also: strong numbers were not always called active
Rac1 GTP hydrolysis – MgcRacGAP GTPase-activating activity inhibitors, confirmation, biochemical, ADP Hunter fluorescence. MgcRacGAP-stimulated Rac1 GTP hydrolysis, ADP Hunter fluorescence; higher % means a stronger effect; GST-tagged Rac1 F28L mutant substrate. one-dose inhibition, % at 30 µM; IC50 in µM for titrated hits. 340,000 tested, 0.6% active;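 active = first-screen hits whose inhibition reached a set limit at any dose in the follow-up dose series; inconclusive = inhibition above the set first-screen limit but never retested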;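 also: fluorescence reports GDP produced by GAP-driven GTP hydrolysis; strong numbers were not always called active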
NTR1 ag cell count 20 µM – recorded beside NTR1 ag, whose call it bears; cell count; measured here: cell count, cytotoxicity flag
NS5 inhibitors pilot replicate – further read-out of NS5 inhibitors, marked with its call; inhibition, %; measured here: pilot screen replicate inhibition
* marks the source's active call; other numbers are inactive results; ? = inconclusive; nt = not tested or not shown; [ ] = dose if it differs, or a comment. Compounds as they come, and some 1.6% of all compounds hit somewhere here.

SMILES	RSV CPE inhibition	UTI89 phage lysis	Siah-1 displacement	NS5 inhibitors	NTR1 ag	NTR1 ag cell count 20 µM	SV40 large T antigen	AID2073	West Nile antiviral	Rac1 GTP hydrolysis	others
CC(C)OC(=O)c1cccnc1SCc1cc(=O)n2ccccc2n1	-0.1%	11%	-4%	-8%	-0.1	92	12%	-3%	1.2%	6%
c1ccc(CN2CCOCCOCCOCCOCCOCCOCC2)cc1	2.2%	0.0%	-1%	-13%	0.4	95	3%	5%	0.7%	2%
Cc1cc(C)c(C(=O)COc2cccnc2[N+](=O)[O-])cc1C	-3.8%	0.0%	-4%	43%	4.6	50	-5%	-10%	2.0%	23%
CCN1C(=O)C(=O)N(CC(=O)Nc2ccccc2OC(F)F)C1=O	1.3%	0.8%[50 µM]	nt	1%	-0.9	53	nt	nt	nt	-1%
COC(=O)c1c(NC(=O)Cc2ccccc2)sc(C)c1C	-0.2%	1.1%	-4%	-2%	1.7	39	31%	-2%	0.0%	7%
Cc1nc(SCC(=O)NCCN2C(=O)CSC2=O)nc(C)c1C	nt	0.6%[50 µM]	nt	-7%	0.5	61	nt	nt	nt	4%
O=C(CC(C(=O)O)c1ccc(Cl)cc1Cl)c1ccc(Cl)cc1 (stereo unspecified)	2.1%	0.3%	-1%	9%	-0.3	81	7%	18%	0.5%	nt
COc1ccc(OC)c(S(=O)(=O)N2Cc3ccccc3CC2C(=O)O)c1 (stereo unspecified)	1.2%	0.5%	-1%	-2%	2.4	81	5%	-4%	0.0%	8%	NS5 inhibitors pilot replicate=-3.3
CCc1cc(C(=O)N2CCCC(C(=O)c3ccc(OC)c(F)c3)C2)n(C)n1 (stereo unspecified)	6.7%	0.2%	7%	-6%	0.3	76	8%	11%	-0.1%	0%
COc1cc(/C=C2\C(=N)N3N=C(S(C)(=O)=O)SC3=NC2=O)ccc1OC(=O)c1ccco1	0.1%	?	8%	-60%	0.6	40	32%	10%	-0.6%	?
Cc1ccccc1C(=O)N1CCN(C(c2ccccc2)c2ccccc2)CC1	?	-0.6%	0%	1%	2.7	49	9%	-13%	-0.8%	12%
CCOC(=O)N1CCN(CCc2ccccc2)CC1	0.7%	0.9%	5%	-3%	0.7	53	10%	2%	-0.7%	7%
O=C(CSc1ccccc1)Nc1cccc(S(=O)(=O)N2CCCCC2)c1	0.7%	0.3%[50 µM]	nt	1%	3.4	62	nt	nt	nt	1%
CC1=C(C(=O)OC(C)C)C(c2ccccc2Cl)CC(=O)N1 (stereo unspecified)	1.8%	3.2%	0%	-3%	0.9	56	-1%	3%	nt	5%
NC(=O)c1ccc(NC(=O)C2CC(=O)N(c3ccc4c(c3)OCCO4)C2)cc1 (stereo unspecified)	1.2%	1.1%[50 µM]	nt	6%	-1.9	88	nt	nt	nt	5%
CCOc1cc(C(=O)NC(C)CCc2ccccc2)cc(OCC)c1OCC (stereo unspecified)	0.8%	1.6%	6%	5%	-0.2	67	7%	-4%	0.5%	4%
C=Cc1ccc2c(c1)OCCOCCOCCOCCOCCO2	5.2%	-0.1%	1%	-7%	-0.1	53	68%	-3%	0.6%	5%
CCCCn1c(CN2CCN(c3cccc(Cl)c3)CC2)nc2c1c(=O)n(C)c(=O)n2C	1.1%	-0.5%	-7%	10%	18	65	13%	-3%	-0.5%	1%	NS5 inhibitors pilot replicate=0.3
O=C(NCCS(=O)(=O)N1CCN(c2ccccc2)CC1)C1CC(=O)N(c2ccc(F)cc2)C1 (stereo unspecified)	1.4%	0.1%	8%	-4%	0.6	75	2%	-6%	-0.2%	10%
COc1ccc(C(C)(C)C)cc1NC(=O)c1[nH]c(C)c(C(C)=O)c1C	5.6%	0.6%	-1%	-9%	7.6	55	1%	6%	0.6%	5%

Among those listed so far, 3 contain an aryl thioether with sulfur outside any ring.
SMILES	RSV CPE inhibition	UTI89 phage lysis	Siah-1 displacement	NS5 inhibitors	NTR1 ag	NTR1 ag cell count 20 µM	SV40 large T antigen	AID2073	West Nile antiviral	Rac1 GTP hydrolysis	others
CC(C)OC(=O)c1cccnc1SCc1cc(=O)n2ccccc2n1	-0.1%	11%	-4%	-8%	-0.1	92	12%	-3%	1.2%	6%
Cc1nc(SCC(=O)NCCN2C(=O)CSC2=O)nc(C)c1C	nt	0.6%[50 µM]	nt	-7%	0.5	61	nt	nt	nt	4%
O=C(CSc1ccccc1)Nc1cccc(S(=O)(=O)N2CCCCC2)c1	0.7%	0.3%[50 µM]	nt	1%	3.4	62	nt	nt	nt	1%

The list continues.
SMILES	RSV CPE inhibition	UTI89 phage lysis	Siah-1 displacement	NS5 inhibitors	NTR1 ag	NTR1 ag cell count 20 µM	SV40 large T antigen	AID2073	West Nile antiviral	Rac1 GTP hydrolysis	others
CC(=O)Nc1ccc(NC(=O)CS(=O)(=O)c2cn(CC(=O)N3CCCCC3)c3ccccc23)cc1	2.3%	0.5%[50 µM]	1%	-5%	-0.7	62	6%	10%	-0.2%	3%
O=C(CNS(=O)(=O)c1ccccc1)NNC(=O)C(Cl)Cl	1.3%	0.9%	5%	5%	-0.4	46	3%	9%	0.1%	3%
COc1ccc(-c2nc(NC(=O)Cn3c(=O)oc4ccccc43)sc2C)cc1	14%	0.3%	0%	-9%	5.5	75	22%	-2%	-1.1%	8%
Cc1ccc(C)c(NC(=S)/C(=C(\[O-])c2ccc(OC(F)F)cc2)[n+]2ccccc2)c1	1.8%	-1.6%	2%	2%	3.7	37	7%	1%	-0.3%	-15%
O=C(COC(=O)C1CCC1)c1c[nH]c2ccccc12	1.0%	-1.0%	nt	-1%	0.5	93	2%	nt	nt	4%
CCN(CC)c1ncnc2c1cnn2Cc1ccc(Cl)cc1	8.5%	0.3%	1%	-5%	2.6	62	6%	36%	1.1%	0%
Nc1cccc(S(=O)(=O)Nc2ccccc2)c1	1.6%	1.1%	14%	-5%	1.1	33	8%	20%	-0.3%	4%
O=C(O)C1(c2ccccc2)CCC(Nc2ccccc2)C1 (stereo unspecified)	1.1%	-1.0%	15%	-1%	-1.5	48	27%	-8%	0.7%	13%
CCN(CC)C(=O)Cn1c(=O)n(Cc2ccccc2Cl)c2c1c(=O)n(C)c(=O)n2C	0.1%	1.9%	nt	-6%	-0.1	63	nt	nt	-0.1%	-3%
Cc1cc(Nc2ccccc2)n(-c2ccccc2)n1	0.4%	0.1%	-2%	nt	-0.3	42	2%	3%	0.1%	15%
COc1ccccc1C(=O)N1CCCN(C(=O)c2ccccc2OC)CC1	2.0%	0.8%	3%	5%	-2.1	90	0%	5%	-0.1%	0%
COc1ccc(-c2ccc(OC)c([C@H]3[C@H]4C=CC[C@@H](C)[C@@H]4C(=O)N3Cc3ccccc3)c2)cc1	4.5%	1.1%	1%	-1%	-0.4	83	13%	17%	-0.5%	9%
CCOc1ccc(NC(=O)CSc2nnc(-c3ccccc3)n2N)cc1	1.0%	2.7%	-2%	2%	-2.0	79	-1%	2%	0.1%	5%
CC(=O)N1c2ccc(S(=O)(=O)N3CCCCC3)cc2CC1C(=O)NCc1cccc(Cl)c1 (stereo unspecified)	0.8%	0.7%	-3%	-5%	-0.9	51	5%	1%	-0.2%	2%
COc1ccc(NC(=O)CN(C)S(=O)(=O)c2ccc3[nH]c(=O)oc3c2)cc1	2.1%	-0.1%	-7%	-8%	-1.1	49	3%	1%	0.2%	3%
NC(=O)c1ccccc1NC(=O)CCCN1C(=O)CCC1=O	0.9%	-0.1%	1%	-4%	-1.1	42	6%	10%	0.3%	1%
CC(Oc1ccc(Cl)cc1Cl)C(=O)N(C)c1ccccc1 (stereo unspecified)	3.0%	-0.3%	3%	-7%	-0.6	97	-3%	2%	-1.3%	4%
COc1ccc(CNC(=O)C2CCCN(S(=O)(=O)c3ccc(-n4cnnn4)cc3)C2)cc1 (stereo unspecified)	0.3%	0.4%	5%	-12%	-0.5	49	12%	3%	0.1%	4%
C#CCn1c(=NC(=O)c2ccc(Br)s2)sc2cc(NC(C)=O)ccc21	3.1%	2.7%	8%	-4%	1.4	63	12%	33%	0.0%	9%
CCN(CC)c1ccc(/C=N/n2c(C)nc3ccccc3c2=O)cc1	2.3%	-0.2%	-1%	-2%	1.3	73	9%	7%	2.7%	10%
Fc1ccc(-n2cc(CNCCc3ccncc3)c(-c3ccccc3Cl)n2)cc1	1.4%	0.2%	-1%	-15%	-1.1	96	-3%	-4%	0.1%	2%
COc1cccc(/C=N/NC(=O)c2[nH]c(C)c(C(=O)N/N=C/c3cccc(OC)c3O)c2C)c1O	20%	-0.6%	-14%	-9%	2.4	47	-7%	-4%	0.4%	-4%
Cc1nc(N)c(C#N)c(-c2ccc3c(c2)OCO3)c1C	14%	0.5%	1%	0%	0.2	75	11%	16%	-0.3%	5%
Cc1c(CNC(=O)c2nn3c(c2Cl)NC(c2ccccc2)CC3C(F)(F)F)cnn1C (stereo unspecified)	12%	2.8%	0%	5%	0.0	57	4%	0%	-0.7%	0%
c1ccc(CN2CCOCCOCCOCC2)cc1	nt	4.3%	1%	-1%	-0.7	43	4%	11%	0.4%	13%
COc1ccc(Cl)cc1S(=O)(=O)Nc1noc2ccccc12	0.3%	0.3%	-3%	-11%	-0.3	43	18%	-4%	1.2%	nt
COC(=O)c1ccccc1C(=O)N1CCC(CCC(=O)NC2CC2)CC1	6.6%	0.5%	13%	-10%	2.0	47	14%	-5%	-0.3%	10%
O=C1S/C(=C\c2ccc(N3CCOCC3)o2)C(=O)N1Cc1ccc(F)cc1	-1.0%	-0.1%	3%	-33%	-2.4	54	26%	54%	-0.2%	?
CCn1c(=O)c([N+](=O)[O-])c(Cl)c2ccccc21	-3.5%	0.3%	8%	-39%	32	62	0%	-10%	0.2%	16%
Cc1nn(-c2ccccn2)c2c1C(c1ccccc1Cl)C1=C(N2)c2ccccc2C1=O (stereo unspecified)	5.7%	0.6%[50 µM]	8%	0%	26	70	25%	19%	0.7%	10%
CCn1cc(-c2cc(C(F)(F)F)n3nc(C(=O)O)cc3n2)c(C)n1	1.8%	1.6%	-1%	-7%	0.2	46	8%	?	-0.2%	15%
CCC(C)(C)NC(=O)/C=C/c1cc(OC)c(OC)c(S(=O)(=O)N2CCc3ccccc32)c1	1.0%	0.3%	6%	-6%	1.3	50	5%	18%	0.7%	5%
C[C@@]12C(=O)N(c3cccc(Cl)c3)C(=O)N1[C@H](c1ccc(Cl)cc1)[C@@H]1C(=O)N(C3CCCCC3)C(=O)[C@@H]12	16%	0.6%	nt	0%	12	71	6%	nt	nt	0%
COc1ccc(N2C(=O)CC(Sc3n[nH]c(-c4ccc(C)cc4)n3)C2=O)cc1 (stereo unspecified)	1.4%	0.0%	3%	7%	-1.8	81	29%	34%	0.6%	14%
CCCCCC(=O)c1c(C)[nH]c(C(=O)OCC)c1C	4.2%	-2.4%	-1%	1%	3.6	47	4%	1%	-1.2%	-8%
